p53null 39C tox – kills p53 null cells at the nonpermissive temperature; H1299 p53-null (neo) cells, 39C, ATPlite viability, 24 h; Potency, µM (highest dose often 46.1 µM), for the others: at the top dose activity, negative = cell killing, usual class: cytotoxic; 55,000 compounds, 0.97% hits; AID 904;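 note: 0% = DMSO only and -100% = full killing by 100 µM tamoxifen; nearly all actives have a fitted effect of over 50% in size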
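Temperature-shift cytotoxicity format: compound titrations on p53-null or A138V-expressing H1299 cells held 24 hr at 39C, cell ATP then measured, AC50 from Hill model.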
p53null 32C kill – kills p53 null cells at the permissive temperature; H1299-neo p53 null cells, ATP luminescence, 24 h, 32C; Potency, µM (series often up to 46.1 µM), inactives show at the top dose activity change, negative = cytotoxicity, actives largely listed as cytotoxic; 55,000 compounds, 0.62% hits;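 note: 0% = DMSO only and -100% = full killing by 100 µM tamoxifen; nearly all actives have a fitted effect of over 55% in size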
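Cells lacking p53 (H1299-neo) are plated at 600 per well and allowed to settle overnight at 37C. Test compounds (up to 46 uM) are added and held 24 hours at 32C, then ATP is quantified by luminescence.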
Starred values were filed as active, the others as inactive; ? = inconclusive; [ ] = dose if it differs, or a comment. Calls come from the whole dose curve; as a rule, active = well fitted cell-killing curve with a large enough effect; inconclusive = small, poorly fitted or top-dose-only effect; inactive = no such curve, though single readings can be large or run the other way. Potency is the fitted concentration of half-maximal effect. The list is partial; the hit share may differ from the screen's.

SMILES	p53null 39C tox	p53null 32C kill
CCOC(=O)c1ccc2nc(NC(=O)C(C)C)sc2c1	9%	0%
O=C(NCCCn1ccnc1)C(Cc1ccc([N+](=O)[O-])cc1)N1C(=O)c2ccccc2C1=O (configuration not stated)	-3%	-1%
Cc1ccc(NC(=O)CC2SC3=NCCN3C2=O)cc1 (configuration not stated)	7%	-3%
Cc1c(Cl)cccc1NC(=O)COC(=O)CCc1nc2ccccc2n1-c1ccccc1	12%	0%
CCN(CC)c1ncnc2c1ncn2Cc1c(Cl)cccc1Cl	-12%	2%
CC(=O)c1cc(F)c(N2CCN(C(=O)COc3ccc(F)cc3)CC2)cc1C	12%	-3%
O=Cc1ccc(OCc2ccccn2)cc1	-1%	-24%
Cc1ccc(N2C(=O)C(Cl)=C(N3CCN(C)CC3)C2=O)c(C)c1	1%	8%
COc1ccc(CNC(=O)C(c2cccs2)N(Cc2ccco2)C(=O)Cc2cccs2)cc1 (configuration not stated)	-17%	14%
COc1ccc(CNC(=O)c2cnn3c(C(F)F)cc(C)nc23)cc1	5%	1%
COC(=O)c1c(NS(=O)(=O)c2ccc(C)cc2)sc2c1CCC(C)C2 (configuration not stated)	1%	5%
O=C(CSc1nc2ccc(NC(=O)CSc3nnnn3Cc3ccccc3)cc2s1)Nc1ccccc1	17%	-2%
O=C(Cc1ccccc1F)Nc1ccc(Cl)nc1	2%	-3%
O=C(NCc1ccccc1)C1CCN(S(=O)(=O)N2CCCCCC2)CC1	-12%	-5%
Cc1ccc(NP(=O)(c2ccc(N(C)C)cc2NC(=O)c2cccs2)N2CCOCC2)cc1 (configuration not stated)	-4%	0%
CC1CCCCN1C(=O)CSc1nnc(Cc2ccccc2)n1C (configuration not stated)	-6%	-6%
O=C(NCCc1ccccn1)C(F)(F)C(F)(F)C(F)(F)C(F)(F)C(F)(F)C(F)(F)C(F)(F)C(F)F	14%	-7%
CCOc1cc(/C=N/NC(=O)COc2nc(C)cc(COC)c2C#N)ccc1O	11%[1.84 µM]	20%
CC(=O)c1c(C)nc(-c2ccc(Cl)cc2Cl)n1O	36%	5%
N#CC1=C(N)Oc2n[nH]c(-c3ccccc3)c2C1c1ccsc1 (configuration not stated)	4%	-11%
COc1cccc(NC(=O)c2ccn(C)n2)c1	?	?
CC(=O)Nc1ccc(N2C(=O)CC(N3CCN(Cc4ccc5c(c4)OCO5)CC3)C2=O)cc1 (configuration not stated)	0%	10%
CC(C)CCNC(=O)C(c1ccco1)N(CC1CCCO1)C(=O)Cn1nnc2ccccc21 (configuration not stated)	24%	-4%
CC(=O)c1cc(F)c(N2CCN(CCC#N)CC2)cc1C	-4%	-16%
COc1ccc(OC)c(NC(=O)CSc2nnc(C3CCCCC3)n2-c2ccccc2)c1	1%	2%
CCCCN(C(=O)Cc1cccs1)c1nnc(-c2cccnc2)s1	5%	-4%
C/C(=N\N=C\c1ccccc1F)c1nnn(-c2nonc2N)c1C	11%	5%
CCOCCn1c(SCCCc2ccccc2)nc2c1c(=O)[nH]c(=O)n2C	20%	5%
Cc1ccc2cc(CN(CC3CCCO3)C(=O)C(C)C)c(=O)[nH]c2c1 (configuration not stated)	6%	11%
CC(=O)c1cc(F)c(N2CCN(C(=O)COc3ccccc3F)CC2)cc1C	0%	-6%
COc1ccccc1CC(=O)N(CCC#N)CCC#N	-2%	0%
Cc1nn(Cc2ccc(Cl)cc2)c(C)c1N	8%	-4%
CC(=O)Nc1ccc(S(=O)(=O)N(c2cccnc2)S(=O)(=O)c2ccc(NC(C)=O)cc2)cc1	4%	4%
Cn1cnnc1SCC(=O)Nc1sc2c(c1C#N)CCCCC2	-24%	-4%
CCNC(=S)N1CCC(c2nc3cc(C)c(C)cc3[nH]2)CC1	9%	8%
O=C(NCc1cccnc1)c1cnc2n(c1=O)CCS2	-15%	-9%
O=C(c1cnc2n(c1=O)CCS2)N1CCc2ccccc21	32%	-2%
O=C(C1CCCO1)N1CCN(c2ccc(F)cc2)CC1 (configuration not stated)	9%	-3%
COc1ccc(C(=O)Nn2c(C3CCC3)nc3ccccc3c2=O)c(OC)c1	14%	2%
NC(=O)COC(=O)c1cccc(NS(=O)(=O)/C=C/c2ccccc2)c1	-1%[1.84 µM]	-9%
Cc1c(Cc2ccccc2)sc(NC(=O)c2ccco2)c1C(N)=O	10%	-6%
CCOCCCNS(=O)(=O)c1ccc(OC)c(Cl)c1Cl	-10%	-2%
CCOC(=O)C1CCCN(Cc2cccc(Cl)c2)C1 (configuration not stated)	-2%	5%
O=C(Nc1ccccc1)N1CCc2ccccc2C1	-22%	-28%
CCN(CC)S(=O)(=O)c1ccc(-c2nnco2)cc1	37%[activator]	-2%

Structures listed so far that have a furan ring, fused or not (3):
SMILES	p53null 39C tox	p53null 32C kill
COc1ccc(CNC(=O)C(c2cccs2)N(Cc2ccco2)C(=O)Cc2cccs2)cc1 (configuration not stated)	-17%	14%
CC(C)CCNC(=O)C(c1ccco1)N(CC1CCCO1)C(=O)Cn1nnc2ccccc21 (configuration not stated)	24%	-4%
Cc1c(Cc2ccccc2)sc(NC(=O)c2ccco2)c1C(N)=O	10%	-6%

The list goes on:
SMILES	p53null 39C tox	p53null 32C kill
Cc1ccc(CNC(=O)CSc2ccc(-c3ccco3)nn2)cc1	25%	4%
COc1cccc(-c2csc(N3CCN(C(=O)Nc4ccccc4OC)CC3)n2)c1	9%	-1%
C#CC[N+](C)(C)CC#Cc1ccc(Cl)cc1	1%[1.84 µM]	3%
CC1CC(C)CN(C(=O)Cn2c(SCC(=O)N3CCc4ccccc4C3)nc3ccccc32)C1 (configuration not stated)	-2%	-8%
COc1ccc2c(c1)C(C)=CC(C)(C)N2C(=O)CN1C(=O)CCC1=O	-1%	-6%
c1ccc(-c2noc(CSc3nnc(Cc4cccs4)n3-c3ccccc3)n2)cc1	-9%	-6%
CCC(C)N1CCCCC1C(=O)Nc1c(C)cc(C)cc1C (configuration not stated)	0%	-8%
Cc1noc(NS(=O)(=O)c2ccc(NC(=O)c3cnc4n(c3=O)CCS4)cc2)c1C	-9%	3%
Cn1c(SCC(=O)N2CCCc3ccccc32)nc2ccccc2c1=O	1%	-2%
c1ccc(Nc2nc(-c3ccncc3)cs2)cc1	13%	6%
CCN(CC)c1nc(SCCOC(=O)Nc2ccccc2)nc(N(CC)CC)n1	4%	-4%
CS(=O)(=O)N(Cc1ccccc1)c1ccc(C(=O)Nc2cccnc2)cc1	3%	8%
CCOc1ccc2c(c1)C(=NNC(=O)c1ccncc1)c1cc(OCC)ccc1-2	11%	-6%
N#Cc1cn(CCCOc2ccccc2)c2ccccc12	-1%	3%
CCOC(=O)c1sc(Nc2nc3c(OC)cccc3s2)cc1C	-8%	-14%
O=C(NCc1ccncc1)C1CCCN(S(=O)(=O)Cc2ccccc2)C1 (configuration not stated)	8%	5%
Cc1nnsc1C(=O)Nc1ccc(Cl)cc1	-13%	-1%
CCC(=O)Nc1ccc2c(c1)ncn2-c1ccc(OC)cc1	-9%	-10%
COc1ccc(C(=O)Nn2c(C)nnc2-n2nc(C)cc2C)cc1OC	0%	-8%
OC1(c2cccc(C(F)(F)F)c2)CCN(Cc2nnnn2CCc2ccccc2)CC1	-2%	4%
CCCCCCCCOC(=O)c1ccc(N)cc1	-10%	2%
Cc1ccsc1/C=N/n1c(COc2ccccc2)n[nH]c1=S	9%	1%
CCCn1c(N)c(C(=O)CSc2nnc(Cc3ccccc3)o2)c(=O)n(C)c1=O	24%	-5%
CCOc1ccc(C(=O)NCC(=O)OCc2cc(C(C)=O)ccc2OC)cc1	3%	-7%
O=C(c1ccc(COc2c(F)c(F)c(F)c(F)c2F)o1)N1CCN(Cc2ccc3c(c2)OCO3)CC1	-12%	-15%
Cc1cc(=O)n(C(NC(=O)c2ccccc2)C(=O)c2ccccc2)cn1 (configuration not stated)	-3%	1%
Cc1cccc(N(C)c2cc(C)nc3nc(C)nn23)c1	-13%	17%
Cc1cc(C)cc(NC(=O)CSc2nnc(CN3CCOCC3)n2C)c1	-18%	2%
COCCN(C(=O)Nc1ccccc1)c1ccccc1C	34%[activator]	13%
CCCC(=O)C1=C(O)C(C(=O)OC)C(C)(C)CC1=Nc1cccc2ccccc12 (configuration not stated)	-5%	-5%
CCCS(=O)(=O)N1CCN(C(=O)COc2ccc(-c3ccccc3)cc2)CC1	-16%	-9%
COCCNC(=O)c1nc2c(nnn2Cc2cc(C)ccc2C)c(=O)[nH]1	?	6%
Cc1cccn2cc(CSc3nnc(Nc4ccc(C(C)C)cc4)s3)nc12	9%	-1%
CSc1nc(-c2ccco2)cc(C(F)(F)F)c1C#N	15%	-1%
O=C(CCN1C(=O)COc2ccccc21)NCc1cccnc1	5%	-8%
CCOc1ccc(OCC)c(S(=O)(=O)NCCCN2CCOCC2)c1	9%	4%
CC(C)(C)c1ccc(/C=C/C(=O)c2ccc(NC3=NCCCS3)cc2)cc1	-9%	-19%
COc1ccc(CCNC(=O)NC2CCCCC2)cc1	11%	0%
COc1ccc(OCc2nc3c4cc(OC)c(OC)cc4nc(=S)n3[nH]2)cc1	-2%	1%
COc1ccc(C2C(C(=O)N3CCC(C)CC3)c3ccccc3C(=O)N2C)cc1 (configuration not stated)	-8%	-1%
O=C(CN1CCN(c2ccccn2)CC1)N1c2ccccc2CCc2ccccc21	16%	-6%
O=C(CSc1ncnc2c1nnn2-c1ccc(F)cc1)NCc1ccco1	-1%	-5%
Nc1nnn(Cc2ccccc2)n1	-5%	-6%
CCCCn1nnnc1NCc1ccc(C)s1	5%	5%
CCOC(=O)CSc1cn2c(n1)CCC2	15%	-1%
O=C(CSc1ccccc1)N1CCN(c2ccccc2)CC1	-12%	-5%
O=C(NCc1nnc(SCC(=O)N2CCCc3ccccc32)n1-c1ccccc1)c1cccc2ccccc12	17%	15%
Fc1ccc(C(c2nnnn2Cc2cccs2)N2CCN(c3ccccc3)CC2)cc1 (configuration not stated)	3%	-3%
O=C(CN1C(=O)CCS(=O)(=O)c2ccccc21)Nc1ccc2c(c1)OCCO2	-5%	-3%
OCCNc1c2ccccc2nc2c(F)c(F)c(F)c(F)c12	-1%	4%
O=C(c1ccc(Cl)cc1)N1CCN(c2ccc(F)cc2)CC1	-7%	-3%
CN1CCN(C2=Cc3ccccc3Sc3cc(F)c(F)cc32)CC1	-29%	-15%
COC(=O)c1ccccc1NC(=O)Cc1ccccc1OC	8%	-7%
COc1ccccc1C(=O)C1Nc2ccccc2-c2nnc(SC)nc2O1 (configuration not stated)	-11%	-11%
CC(c1nnnn1C1CCCCC1)N(Cc1ccccc1)Cc1cccnc1 (configuration not stated)	-8%	-7%
CC(=O)C1C(c2ccc3ncccc3c2)NC(=O)NC1(O)C(F)(F)F (configuration not stated)	-4%	3%
Cn1c(=O)c2c(nc(SCC(=O)N3CCCCCC3)n2C)n(C)c1=O	9%	-4%
O=C(c1cccs1)N1CCN(C(=O)C2CCCO2)CC1 (configuration not stated)	28%	8%
CCCCC(CCCC)=N/N=C/c1c(O)n(CC)c2cc(C3=NNC(=O)CC3)ccc12	-1%	0%
Cc1ccnc(NS(=O)(=O)c2ccc(NS(=O)(=O)c3ccccc3)cc2)n1	29%	4%
Additional results.
SMILES	p53null 39C tox	p53null 32C kill
CSc1nnc(-c2ccccc2)n1C	-4%	-7%
COc1ccc(-n2cnc3cc(N)ccc32)cc1	-3%	-10%
CCCn1nnnc1NCc1ccc(N2CCCC2)cc1	2%	6%
CCOC(=O)c1c(Cc2cccc(Cl)c2)c[nH]c1C	-3%	2%
Cc1ccccc1OCC(=O)Nc1cccc2nsnc12	-6%	20%
Cc1cc(Nc2ccccc2)n(C(=O)c2ccc(Cl)cc2)n1	2%	-4%
CCN(CC)S(=O)(=O)c1cccc(NC(=O)c2cc(=O)[nH]c3ccccc23)c1	-5%	-1%
Cc1ccc(-c2nn3c(C)nnc3s2)cc1NC(=O)CSc1ccc(Cl)cc1	-13%	2%
CCOC(=O)c1ccc2nc(NC(=O)c3ccco3)sc2c1	?	?
Cc1nnc(SC(C)C(=O)Nc2ccc(S(=O)(=O)NC3CCCCC3)cc2)s1 (configuration not stated)	8%	2%
O=C(Nc1cc(C(=O)N2CCCC2)ccc1N1CCCC1)C1CC1	1%	2%
CCOc1cc(-n2nc(C)c(C#N)c2N)nc(SC)n1	13%	4%
O=C(NCc1ccccc1Cl)c1cccc(C(F)(F)F)c1	16%	6%
Cc1sc2ncnc(OCC(=O)NCc3cccs3)c2c1C	-1%	7%
CCCS(=O)(=O)NCCc1cc2ccc(C)cc2[nH]c1=O	4%	15%

By substructure, those above with an NH in an aromatic ring
SMILES	p53null 39C tox	p53null 32C kill
N#CC1=C(N)Oc2n[nH]c(-c3ccccc3)c2C1c1ccsc1 (configuration not stated)	4%	-11%
CCOCCn1c(SCCCc2ccccc2)nc2c1c(=O)[nH]c(=O)n2C	20%	5%
Cc1ccc2cc(CN(CC3CCCO3)C(=O)C(C)C)c(=O)[nH]c2c1 (configuration not stated)	6%	11%
CCNC(=S)N1CCC(c2nc3cc(C)c(C)cc3[nH]2)CC1	9%	8%
Cc1ccsc1/C=N/n1c(COc2ccccc2)n[nH]c1=S	9%	1%
COCCNC(=O)c1nc2c(nnn2Cc2cc(C)ccc2C)c(=O)[nH]1	?	6%
COc1ccc(OCc2nc3c4cc(OC)c(OC)cc4nc(=S)n3[nH]2)cc1	-2%	1%
CCOC(=O)c1c(Cc2cccc(Cl)c2)c[nH]c1C	-3%	2%
CCN(CC)S(=O)(=O)c1cccc(NC(=O)c2cc(=O)[nH]c3ccccc23)c1	-5%	-1%
CCCS(=O)(=O)NCCc1cc2ccc(C)cc2[nH]c1=O	4%	15%
